# Diaph act CS: compounds boosting diaphorase resazurin reduction – biochemical, uHTS, resorufin fluorescence, counter-screen for diaphorase-coupled primary assays, primary screen. Diaphorase/resazurin coupled assay, 16 min; hits give high values; 1 = vehicle wells, 0 = NADH-free wells. actives 0.005% (n = 190,000). AID 1229, 2008. activation factor at 20 µM;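 active means diaphorase activity raised at least twofold by the compound at 20 µM; inactive means activation factor below 2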
#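 Test system: Clostridium kluyveri diaphorase, purified enzyme. Buffer or medium: 50 mM HEPES pH 7.4 buffer plus MgCl2 and Tween 20. Also added: 0.114 mM NADH and 0.1 mM resazurin, final amounts. Dosing: compound 20 µM once, DMSO 1%. Schedule: 16 min enzyme reaction, ambient temperature. Detection: fluorescence of resorufin, 544 nm excitation, 590 nm emission.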
# APP 5'UTR act: activators of APP 5'UTR luciferase reporter, primary screen, SH-SY5Y cells; SH-SY5Y APP 5'UTR luciferase reporter, luminescence; zero percent = DMSO vehicle wells; activation, % at 2 µM; actives 1% (n = 190,000); AID 1276, 2008;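 active means activation above a set limit, based on mean plus 3 SD of controls, cut at about 140% in these data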; further: values of inactives mirror those of a sister screen read the other way
# Diaph inh CS: diaphorase inhibitors and chemical oxidizers, primary screen, counter-screen for diaphorase-coupled primary assays, biochemical, uHTS, resorufin fluorescence | diaphorase resazurin-to-resorufin fluorescence, NADH, 16 min; bacterial (C. kluyveri) enzyme, not human | inhibition, % at 20 µM | actives 0.69% (n = 190,000) | AID 1217, 2008;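 active means primary screen inhibition at 20 µM above a set limit, cut at about 50% in these data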;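 further: plate controls were DMSO with full reaction for no effect and wells lacking NADH for full effect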
#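 material = Clostridium kluyveri diaphorase enzyme | amount = 0.14 U/mL diaphorase, enzyme working solution | schedule = incubation 16 min, room temperature | detection = fluorescence of resorufin formed from resazurin, Ex 544/Em 590 nm | benchmarks = positive control minus NADH, DMSO neutral control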
# NF-kB neuron act: activators of NF-kB expression in neurons, primary screen, cell-based, HTS; actives 1.6% (n = 190,000); AID 1239, 2008; fold change at 12.5 µM; human neuronal cells, NF-kB reporter expression; hits give high values; in the data active means fold change above about 3.3
# G6PDH CS: L. mesenteroides G6PDH inhibitors, counter-screen for G6PDH-coupled screening assays, biochemical, Leuconostoc mesenteroides enzyme | glucose-6-phosphate dehydrogenase [Leuconostoc mesenteroides] | Purified L. mesenteroides G6PDH, diaphorase/resazurin coupled fluorescence, 45 min | inhibition, % at 5 µM | actives 0.12% (n = 200,000) | AID 1020, 2008; in the data active means inhibition above about 50%
# TLR4 MyD88 comp: inhibitors of TLR4-MyD88 association in cells, primary screen, cell-based, HeLa CL3-4, BLA complementation, FRET ratio; Toll-like receptor 4 (Homo sapiens) + Myeloid differentiation primary response protein …; HeLa CL3-4 TLR4/MyD88 BLA complementation; inhibition, % at 8.4 µM; actives 0.18% (n = 200,000); AID 861, 2007; in the data active means inhibition above about 25%;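 further: 0% = vehicle and 100% = reference inhibitor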
# Target sequence (O00206 whole entry, looked up): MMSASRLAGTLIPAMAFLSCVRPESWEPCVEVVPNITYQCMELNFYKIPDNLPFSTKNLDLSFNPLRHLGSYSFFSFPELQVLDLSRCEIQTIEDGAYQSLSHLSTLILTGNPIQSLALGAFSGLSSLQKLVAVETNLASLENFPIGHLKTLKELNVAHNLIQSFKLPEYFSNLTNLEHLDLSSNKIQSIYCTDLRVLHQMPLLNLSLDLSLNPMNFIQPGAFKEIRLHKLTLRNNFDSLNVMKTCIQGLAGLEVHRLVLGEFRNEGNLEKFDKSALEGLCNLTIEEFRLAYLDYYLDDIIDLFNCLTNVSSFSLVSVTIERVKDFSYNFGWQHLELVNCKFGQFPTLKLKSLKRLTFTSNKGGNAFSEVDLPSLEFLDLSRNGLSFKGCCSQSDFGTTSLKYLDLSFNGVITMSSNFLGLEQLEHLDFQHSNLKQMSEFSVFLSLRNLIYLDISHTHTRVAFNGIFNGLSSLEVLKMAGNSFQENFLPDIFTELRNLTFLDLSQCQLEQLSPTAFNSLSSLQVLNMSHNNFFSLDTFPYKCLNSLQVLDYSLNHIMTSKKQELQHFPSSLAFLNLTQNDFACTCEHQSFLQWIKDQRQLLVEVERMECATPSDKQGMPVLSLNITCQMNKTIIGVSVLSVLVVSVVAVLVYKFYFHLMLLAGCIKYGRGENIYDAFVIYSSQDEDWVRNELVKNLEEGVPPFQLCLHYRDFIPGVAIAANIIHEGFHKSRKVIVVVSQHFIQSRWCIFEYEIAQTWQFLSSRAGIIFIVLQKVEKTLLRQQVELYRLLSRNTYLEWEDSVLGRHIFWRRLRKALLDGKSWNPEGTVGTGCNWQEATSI
# Target sequence (Q99836 whole entry, looked up): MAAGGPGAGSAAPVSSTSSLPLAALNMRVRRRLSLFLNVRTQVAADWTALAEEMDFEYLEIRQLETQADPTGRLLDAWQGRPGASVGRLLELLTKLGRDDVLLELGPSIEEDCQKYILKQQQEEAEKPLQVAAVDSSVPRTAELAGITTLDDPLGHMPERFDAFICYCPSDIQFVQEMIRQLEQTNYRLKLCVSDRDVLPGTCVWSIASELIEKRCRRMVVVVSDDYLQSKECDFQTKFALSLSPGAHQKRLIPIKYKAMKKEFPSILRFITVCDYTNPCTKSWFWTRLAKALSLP
# STAT1 activator: STAT1 signaling activators, primary screen, cell-based, HTS, luciferase reporter; NIH 3T3 STAT1-luciferase reporter, IFN-gamma, luminescence; 100% = IFN-gamma alone, no compound; activation (% of control), % at 5.5 µM; actives 2.6% (n = 200,000); AID 932, 2007;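 active means activation above the screen-wide mean activation plus 3 SD, cut at about 130% in these data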;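 further: raw ratio to IFN-gamma control signal so 100% means no change and 0% no light; values of inactives mirror those of a sister screen read the other way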
# FLuc inhib CS: firefly luciferase enzyme inhibitors, primary screen, artefact control for luciferase-based inhibitor screens, biochemical, luminescence, ATPLite | Luciferin 4-monooxygenase (Photinus pyralis), P08659 | inhibition, % at 10 µM | actives 1.5% (n = 200,000) | 10 min;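 active means inhibition above about 50% when tested at 10 µM, limit read from the data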
# FLuc act counter: FLuc activators, initial screening, artefact control for FLuc-dependent activation tests, biochemical, ATPlite luminescence. Luciferin 4-monooxygenase (Photinus pyralis), P08659. ATPlite luciferase biochemical, 10 min; 0 = ATP-free wells, 1 = DMSO control. activation factor at 10 µM. 200,000 tested, under 10 active;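 active means luciferase activation factor, scaled between plate controls, of at least 2 with compound at 10 µM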
#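 assay system = Luciferase/luciferin detection reagent, cell-free biochemical luciferase assay | also added = ATP substrate | times = 10 min post-reagent at room temperature | measured by = luminescence from luciferase reaction | measure = luciferase activation, seen as luminescence increase over controls | benchmarks = low control with PBS replacing ATP, high control enzyme plus ATP without compound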
# APP transl inh: inhibitors of APP translation via 5'UTR reporter, primary screen, APP 5'UTR luciferase, SH-SY5Y cells; SH-SY5Y APP 5'UTR-luciferase reporter, luminescence; AID 1285, 2008; inhibition, % at 2 µM; actives 0.82% (n = 190,000);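 active means inhibition above a set limit, derived from the sample mean plus 3 SD, cut at about 45% in these data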; further: values of inactives mirror those of a sister screen read the other way
# Numbers without * were called inactive.
# Results follow in this order: Diaph act CS | APP 5'UTR act | Diaph inh CS | NF-kB neuron act | G6PDH CS | TLR4 MyD88 comp | STAT1 activator | FLuc inhib CS | FLuc act counter | APP transl inh
> Cc1cc2nc(-c3cc(N4CCOCC4)ccc3[N+](=O)[O-])ccn2n1
  0.9 | 3.2 | 8.2 | 1.32 | -0.7 | -1.4 | 95.7 | -2.1 | 1 | -3.2
> Cc1ccc(S(=O)(=O)NCC(=O)OC2CCOC2=O)cc1 (stereo not drawn)
  0.9 | -13.0 | 9.5 | 1.16 | 2.8 | 1.9 | 106.6 | -1.9 | 1 | 13.0
> C/C(Nc1ccccc1)=C(/C#N)C(N)=O
  0.9 | 7.0 | 6.1 | 1.06 | -2.2 | -2.8 | 103.7 | -4.2 | 1 | -7.0
> CCOC(=O)c1ccc(NC(=O)CCC(CC)C(=O)O)cc1 (stereo not drawn)
  1 | -2.4 | 1.6 | 1.42 | 8.2 | 0.4 | 101.2 | 0.5 | 1 | 2.4
> COc1ccc(-c2cn3cccc(C)c3n2)cc1F
  0.8 | 117.9 | 17.2 | 6.14* | 5.8 | -17.9 | 145.0* | 43.0 | 0.6 | -117.8
> COc1ccc2c(c1)c(=O)oc1cc(OCC(=O)NC3CC3)ccc12
  0.8 | -0.6 | 18.8 | 1.03 | -1.4 | -8.6 | 95.8 | -3.7 | 1 | 0.6
> COC(=O)c1cc2n(n1)CCN(Cc1ccc(OC)cc1)C2=O
  0.9 | 0.6 | 9.0 | 1.05 | 3.4 | -5.6 | 98.7 | -8.0 | 1.1 | -0.6
> Cc1ccc(CNC(=O)CC2Sc3ccccc3NC2=O)cc1 (stereo not drawn)
  1 | 31.1 | -0.7 | 1.04 | 16.4 | -24.3 | 100.5 | -6.5 | 1.1 | -31.1
> NC(=O)Cn1nnc(-c2ccc(CN3CCCCC3)cc2)n1
  1 | 3.3 | 0.0 | 1.22 | 1.3 | -5.2 | 97.6 | -5.2 | 1.1 | -3.3
> O=C1CSC(c2ccc3c(c2)OCO3)N1c1ccc(Oc2ccccc2)cc1 (stereo not drawn)
  1 | 4.6 | 0.8 | 1.12 | 2.0 | 0.9 | 98.1 | -0.6 | 1 | -4.6
> Cc1nc2ccc(NS(=O)(=O)c3ccc(F)cc3)cc2s1
  0.9 | 8.4 | 7.9 | 1.03 | 4.5 | -0.2 | 88.6 | -4.9 | 1 | -8.4
> O=C(Nc1cc2c3c(c1)C1CCCC1CN3CC1CCCC21)c1ccc([N+](=O)[O-])cc1 (stereo not drawn)
  0.7 | -4.3 | 29.3 | 0.98 | 0.4 | 0.7 | 101.0 | -3.5 | 1 | 4.3
> C/C(=N/NC(=O)c1cccs1)c1c(C)[nH]n(-c2nc3ccccc3s2)c1=O
  0.8 | 86.8 | 16.8 | 2.02 | 0.7 | 5.3 | 103.2 | 93.2* | 0.1 | -86.8
> Cc1ccc(S(=O)(=O)N2CCCC2C(=O)Nc2nc3c(s2)CCCC3)cc1 (stereo not drawn)
  0.9 | 4.0 | 9.4 | 0.97 | -19.4 | 5.2 | 100.9 | -5.6 | 1.1 | -4.0
> CC(/C=C/c1ccccc1)=N\NC(=O)C1CC1(C)c1ccccc1 (stereo not drawn)
  0.7 | -2.0 | 28.5 | 0.58 | 5.3 | 10.2 | 100.1 | -5.1 | 1.1 | 2.0
> C=CCSc1nnc(NC(=O)CSc2ccccn2)s1
  0.9 | -1.3 | 8.0 | 1.41 | -5.5 | 15.4 | 105.0 | -9.5 | 1.1 | 1.3
> CCOC(=O)Cc1csc(NC(=O)CC(C)(C)C)n1
  1 | -0.7 | -1.6 | 1.85 | 1.5 | 0.7 | 109.9 | 0.5 | 1 | 0.7
> CC(C)(C)c1nnc2sc(SCCN3C(=O)c4ccccc4C3=O)nn2c1=O
  0.9 | -7.7 | 9.1 | 1.02 | 10.8 | 4.4 | 94.1 | -3.9 | 1 | 7.7
> Cc1ccc(-c2nc3cccnc3o2)cc1NC(=O)COc1ccc(Cl)cc1C
  1 | 29.1 | 3.8 | 0.71 | 5.9 | 13.8 | 105.3 | 0.3 | 1 | -29.1
> COc1ccc(C(=O)NC(=S)NCc2cccnc2)cc1OC
  0.9 | -9.4 | 13.5 | 1.11 | 11.2 | -7.1 | 87.3 | -4.1 | 1 | 9.4
> Cc1cccc(N(CC(=O)NC2CCCC2)C(=O)c2cc3cc4cccc(C)c4nc3s2)c1C
  0.9 | -3.3 | 14.9 | 0.63 | 7.0 | 8.3 | 108.9 | -9.2 | 1.1 | 3.3
> OC1(c2cccs2)CN(c2ccc(Cl)cc2)C2=[N+]1CCCC2 (stereo not drawn)
  0.8 | -13.7 | 15.5 | 1.51 | 0.0 | 14.4 | 85.5 | -1.3 | 1 | 13.7

# Gathered by group, the entries above containing a tert-butyl group.
# Results follow in this order: Diaph act CS | APP 5'UTR act | Diaph inh CS | NF-kB neuron act | G6PDH CS | TLR4 MyD88 comp | STAT1 activator | FLuc inhib CS | FLuc act counter | APP transl inh
> CCOC(=O)Cc1csc(NC(=O)CC(C)(C)C)n1
  1 | -0.7 | -1.6 | 1.85 | 1.5 | 0.7 | 109.9 | 0.5 | 1 | 0.7
> CC(C)(C)c1nnc2sc(SCCN3C(=O)c4ccccc4C3=O)nn2c1=O
  0.9 | -7.7 | 9.1 | 1.02 | 10.8 | 4.4 | 94.1 | -3.9 | 1 | 7.7

# Of the compounds above, these contain a Cl atom.
# Results follow in this order: Diaph act CS | APP 5'UTR act | Diaph inh CS | NF-kB neuron act | G6PDH CS | TLR4 MyD88 comp | STAT1 activator | FLuc inhib CS | FLuc act counter | APP transl inh
> Cc1ccc(-c2nc3cccnc3o2)cc1NC(=O)COc1ccc(Cl)cc1C
  1 | 29.1 | 3.8 | 0.71 | 5.9 | 13.8 | 105.3 | 0.3 | 1 | -29.1
> OC1(c2cccs2)CN(c2ccc(Cl)cc2)C2=[N+]1CCCC2 (stereo not drawn)
  0.8 | -13.7 | 15.5 | 1.51 | 0.0 | 14.4 | 85.5 | -1.3 | 1 | 13.7

# Copied from the list:
# Result for CCOC(=O)c1ccc(NC(=O)CCC(CC)C(=O)O)cc1 (stereo not drawn) under NF-kB neuron act: 1.42
# Result for Cc1nc2ccc(NS(=O)(=O)c3ccc(F)cc3)cc2s1 under TLR4 MyD88 comp: -0.2
# Result for Cc1ccc(-c2nc3cccnc3o2)cc1NC(=O)COc1ccc(Cl)cc1C under Diaph inh CS: 3.8
# Result for C/C(=N/NC(=O)c1cccs1)c1c(C)[nH]n(-c2nc3ccccc3s2)c1=O under Diaph inh CS: 16.8

# Assay outcomes deposited in PubChem by several laboratories.
